# RAD52 anneal inh – inhibitors of human RAD52 DNA annealing; inhibition, % at 18.7 µM; hit rate 0.46% among 360,000; recombinant RAD52 DNA annealing, FRET fluorescence;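 active means every replicate showing at least 50% inhibition; inconclusive means mean inhibition at least 50% but not in every replicate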
# esBAF inh – inhibitors of esBAF chromatin remodeling in mouse ES cells; AID 602393; reporter increase, % at 12.5 µM; hit rate 2% among 350,000; Bmi1-luciferase knock-in reporter, 24 h; 100% = twice the neutral-well signal; in the data active means activation above about 40%; inconclusive means no clear call, values can overlap the other calls;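 further: 0% = median of the plate's neutral control wells and 100% = double that signal; a rise in the Bmi1 reporter signal indicates esBAF inhibition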
# EWS-Fli inh – EWS/Fli transcriptional activity inhibition | A673 NR0B1-luciferase reporter, viability-normalised | hit rate 0.67% among 350,000 | inhibition, % at 12.6 µM;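 active means mean inhibition of at least 50% after viability correction, with every replicate also passing that limit; inconclusive means mean reaches 50% but only one of two replicates passes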;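 further: firefly luciferase signal divided by Alamar Blue viability fluorescence both relative to DMSO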
# E-selectin induc – induces E-selectin expression in human endothelial cells; P16581; HUVEC E-selectin immunofluorescence imaging; normalized: neutral wells 0, TNF-alpha wells 100; activation, % at 7.58 µM; hit rate 0.37% among 260,000; AID 686992;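 active means mean E-selectin-positive cell signal at least 10% of the positive control, reached in at least 60% of replicates, without over 20% cell loss; inconclusive means no rule given, readout overlaps actives, possibly toxicity-flagged; inactive means the rest, including those meeting only one limit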;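 further: in these data hits start at about 27%; measured in HUVEC primary endothelial cells; signal is the percent of cells scored E-selectin positive by PE staining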
#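 System: HUVEC / Compound: single concentration / Signal: immunofluorescence imaging / Read-out: percent E-selectin-positive cells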
# FN deposition inh – fibronectin deposition inhibition. inhibition, % at 12.6 µM. AH1F fibroblasts, Alexa488-fibronectin deposition fluorescence, overnight. AID 743247. hit rate 0.086% among 350,000;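 active means mean inhibition across replicates of 30% or more, regardless of how many single replicates reach that level; inconclusive means mean under 30% yet at least half of replicates reach 30%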;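 further: positive control wells lacked labelled fibronectin entirely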
#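 Assay system: AH1F fibroblast monolayer, labelled fibronectin deposition. Amount: 10000 cells per well. Also added: labelled fibronectin 24 nM. Compound: single-point pinned compound. Incubation: cell attachment 1 h, compound and FN exposure overnight. Detection: fluorescence after three HBSS washes, excitation 485 nm, emission 525 nm. Read-out: inhibition of fibronectin deposition signal.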
# Xi reactivation – activators of X-chromosome reactivation in mouse fibroblasts. XiGFP mouse fibroblasts, % GFP-positive cells imaging, 3 d; cells co-treated with 5-aza-dC sensitizer; scaled so ellipticine positive control = 100%. activation, % at 7.58 µM. hit rate 0.055% among 360,000;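 active means mean normalized replicate activation at least 10% and every replicate at or above 10%; inconclusive means only one of the two criteria met; inactive means mean below 10% and not all replicates reach 10%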;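 further: 0% = median of on-plate neutral control wells and 100% = ellipticine 6 µM median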
#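 Material: SV40-immortalized XiGFP fibroblast cells, line 68-5-11 | Buffer or medium: DMEM containing 5-aza-dC | Dosing: One concentration, pinned | Times: 3 d treatment, 15 min room-temperature fixation | Controls: Ellipticine 6 µM positive control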
# RAD54 branch – inhibitors of human RAD54 branch migration. Q92698. hit rate 0.14% among 360,000. inhibition, % at 10.4 µM. RAD54 Holliday junction branch migration, FAM/BHQ fluorescence;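 active means mean normalized replicate activity at least 40 and at least half of replicates scoring 40 or more; inconclusive means only one of the two criteria met; inactive means mean below 40 and under half of replicates reaching 40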;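 further: 0% = median of neutral control wells and 100% = median of positive control wells; inhibitors cause a drop in the FAM fluorescence signal; in these data hits start at about 50%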
# Target sequence (Q92698 whole entry, looked up): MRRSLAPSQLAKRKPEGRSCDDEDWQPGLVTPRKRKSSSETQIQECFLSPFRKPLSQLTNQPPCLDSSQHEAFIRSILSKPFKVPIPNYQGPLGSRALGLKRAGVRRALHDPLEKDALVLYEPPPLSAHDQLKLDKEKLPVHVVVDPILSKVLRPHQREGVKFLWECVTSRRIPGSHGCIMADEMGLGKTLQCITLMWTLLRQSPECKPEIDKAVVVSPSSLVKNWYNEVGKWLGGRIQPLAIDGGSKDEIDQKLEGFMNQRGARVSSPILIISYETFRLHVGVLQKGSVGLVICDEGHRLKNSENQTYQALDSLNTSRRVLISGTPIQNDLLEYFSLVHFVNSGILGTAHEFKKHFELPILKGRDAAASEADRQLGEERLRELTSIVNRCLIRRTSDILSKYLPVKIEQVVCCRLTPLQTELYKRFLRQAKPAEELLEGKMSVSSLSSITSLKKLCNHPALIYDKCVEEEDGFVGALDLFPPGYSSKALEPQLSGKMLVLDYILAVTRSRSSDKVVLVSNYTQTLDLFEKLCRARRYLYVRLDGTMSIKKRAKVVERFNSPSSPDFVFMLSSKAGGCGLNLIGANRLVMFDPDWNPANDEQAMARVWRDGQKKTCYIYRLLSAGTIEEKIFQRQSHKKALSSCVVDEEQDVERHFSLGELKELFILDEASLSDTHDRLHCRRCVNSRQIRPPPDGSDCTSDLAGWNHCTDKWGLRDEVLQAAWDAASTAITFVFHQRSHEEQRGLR
# S100A4 MyoIIA – blocks human S100A4 binding to myosin IIA peptide; P26447; S100A4/TAMRA-MyoIIA peptide fluorescence polarization; inhibition, % at 10.7 µM; hit rate 0.14% among 360,000; AID 652163;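 active means mean inhibition of at least 70% across replicates, with every replicate also reaching that level; inconclusive means mean inhibition reaches 70% but some replicates fall short; inactive means mean inhibition below 70%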
# Target sequence (P26447 whole entry, looked up): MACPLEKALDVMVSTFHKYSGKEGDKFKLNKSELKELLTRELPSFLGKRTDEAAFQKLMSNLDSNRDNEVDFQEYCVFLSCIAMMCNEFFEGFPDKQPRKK
#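 Test system – S100A4 monomer (human) · Compound – single-point compound testing · Schedule – 5 min incubation before reading · Probe or stimulus – TAMRA-labelled myosin IIA heavy-chain peptide probe, 5 nM · Benchmarks – neutral control DMSO, positive control TFP · Medium – Calcium-containing HEPES buffer, pH 7.2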
# * hit, by the source's call; ? = inconclusive; . = not tested or not shown; & = joins results of further samples.
SMILES,RAD52 anneal inh,esBAF inh,EWS-Fli inh,E-selectin induc,FN deposition inh,Xi reactivation,RAD54 branch,S100A4 MyoIIA
C[C@@H]1CN([C@@H](C)CO)C(=O)c2cccc(NC(=O)Nc3ccc4c(c3)OCO4)c2O[C@@H]1CN(C)S(=O)(=O)c1cn(C)cn1,-4,4,-9,0.0,2,-1.1,9,-3
COc1ccc(-c2ccc3c(c2)O[C@@H](CN(C)C(=O)c2ccccc2F)[C@@H](C)CN([C@@H](C)CO)S3(=O)=O)cc1,-13&3&3,-4&-2&-2,2&17&11,-7.0&0.4,0,0.1&-0.9,4&0&1,-3&6&4
CNC(=O)C[C@H]1CC[C@H]2[C@H](COc3ccc(NC(=O)NCc4ccccc4)cc3C(=O)N2C)O1,.,-3,3,0.3,-4,0.2,-6,.
Nc1c(Br)cc(Br)c2c1[nH]c(=O)c1ccccc12,-20,.,-6,0.1,-5,0.5,.,-16
Cc1noc(C)c1NC(=O)Nc1ccc2c(c1)C(=O)N([C@H](C)CO)C[C@H](C)[C@H](CN(C)Cc1ccncc1)O2,8,3,-1,-3.5,.,-0.2,-19,-13
COc1cccc(N2C(=O)C3CCCN3C2c2cccs2)c1 (configuration not stated),-52,6,6,.,-6,0.7,11,-11
Cc1ccc(NC(=O)C2CC(=O)N/C(=N/NC(=O)c3ccc(C)cc3)S2)cc1 (configuration not stated),.,.,.,0.0,-1,0.0,-1,.
O=C1CCC(C(=O)O)N1 (configuration not stated),-4,-5,-4,.,.,.,6,0
CN(CC(=O)Nc1cccc(F)c1)C(=O)c1ccc(-c2cccc(C(F)(F)F)c2)o1,-64,.,1,.,7,-0.1,2,-2
CCOc1ccc(C(=O)OCC(=O)NC2CCCCCCC2)cc1,-7,2,-5,0.0,3,0.0,-12,10
CCNC(=O)NC(=O)CN(C)c1ccccc1,-29,-2,2,.,4,0.0,-6,-4
COc1ccc(-c2noc(CNC(=O)c3ccoc3C)n2)cc1,-19,9,-8,0.1,1,0.5,-3,-5
Cc1cc(C)cc(NC(=S)N2CCN(c3ccc(F)cc3)CC2)c1,13,.,9,-0.1,4,-0.1,.,-1
O=C(CSc1nc(-c2ccccc2)cc(=O)[nH]1)Nc1ccc(F)c(F)c1,-16,-1,-8,0.0,4,0.0,-11,-5
CCCCNC(=O)C(NC(=O)c1cccc(C(F)(F)F)c1)C(=O)c1ccccc1 (configuration not stated),-21,1,-2,0.2,-1,-0.1,3,-8
COc1ccc(-n2ncc3c2CC(C)(C)CC3NC(=O)CCCN2CCCC2=O)cc1 (configuration not stated),-5,-3,.,.,5,0.0,8,0
CSc1cc(C)c(OCC(=O)Nc2c(C)nn(C)c2C)c(C)c1,-3,-1,8,0.2,.,0.2,-18,-2
CCOc1ccccc1/C=C(\C#N)C(=O)NC1CC1,-26,.,-3,0.9,-1,0.2,-21,-24
C[C@@H]1CN([C@H](C)CO)C(=O)c2cc(NC(=O)CCC(F)(F)F)ccc2O[C@@H](C)CCCCO[C@@H]1CN(C)Cc1ccc(C(=O)O)cc1,-5,2,-4,-0.1,.,0.0,6,0
S=C(c1cccs1)N1CCCC1,.,-8,.,0.1,-4,.,-6,.
CNC[C@@H]1Oc2cc(C#Cc3cccnc3)ccc2S(=O)(=O)N([C@@H](C)CO)C[C@@H]1C,-2,1,-10,-0.3,-4,0.1,0,2
O=C(Nc1ccc(Br)cn1)c1ccc(Cl)s1,-8,60*,-108,.,0,0.1,-3,5
COCC(=O)N1CC2(CCN(C(=O)NC(C)C)CC2)c2c(n(C)c3cc(OC)ccc23)[C@H]1CO,8,.,7,-0.1,.,0.4,.,2
O=C(CCS(=O)(=O)c1ccc(Br)cc1)Nc1cc(F)ccc1F,-15,.,10,.,5,-0.1,-4,0
O=C(Nc1cc(F)ccc1F)N[C@H]1CC[C@H](CC(=O)N2CCc3ccccc3C2)O[C@H]1CO,1,1,-10,0.0,0,0.5,7,0
O=C(c1cc(-c2ccccc2)on1)N1CCc2ccccc2C1,-15,.,-2,0.4,-7,-0.1,.,0
C[C@@H]1CN([C@H](C)CO)C(=O)Cc2cc(NC(=O)Cc3cn(C)c4ccccc34)ccc2O[C@H]1CN(C)Cc1ccc(C(=O)Nc2ccccc2N)cc1,-12,0,11,.,.,0.3,3,-3
O=C(O)CC1c2ccccc2C=Cc2ccccc21,-11,-5,-12,0.1,3,0.0,1,-3
COc1ccc(CN2C[C@H](O)COC[C@@H]3O[C@H](CC(=O)NCCN4CCCC4)CC[C@H]32)cc1,4,4,1,0.0,-10,0.1,-9,-13
N#C[C@@H]1[C@@H](c2ccccc2)[C@@H](CO)N1C(=O)C1CCCC1,1,-3,-12,1.3,-9,-0.1,-4,20
CCc1nnc(NC(=O)CSc2nnc(CNc3cccc(Cl)c3)n2CC)s1,-4,1,.,.,.,.,-3,-6
COc1ccc(C(=O)C2CCCN(C(=O)c3cccnc3OC)C2)c(C)c1 (configuration not stated),-22,.,-3,0.1,-3,0.3,.,-7
Cc1nc(CCNC(=O)CC2C(=O)NCCN2Cc2ccccc2)sc1C (configuration not stated),-24,0,.,.,7,0.0,-6,2
CN(CC(=O)Nc1cccc(F)c1)C(=O)c1sccc1-c1ccccc1,-9,-9,-2,-0.3,4,-0.1,7,-8
CC(C)(C)OC(=O)C[C@@H]1C/C=C\C[C@H](CC(=O)N[C@@H](CO)Cc2ccccc2)C(=O)N[C@H](Cc2ccccc2)COC1=O,-18,-4,-4,0.0,1,-0.7,2,1
COc1ccccc1N(C(=O)CCl)c1cn(C(C)=O)c2ccccc12,2,24,28,.,-1,0.0,9,0
CC(=O)Nc1ccc(Cl)cc1C(=O)c1ccc[nH]1,-3,-13,0,.,-4,0.0,-1,0
CC(C)(C)Nc1c(-c2cccs2)nc2ccccn12,-2,0,6,.,5,0.0,.,7
O=C(C[C@H]1CC[C@H](NC(=O)CCN2CCCCC2)[C@H](CO)O1)NCc1ccc(Cl)c(Cl)c1,-11,-6,-83,0.0,3,-0.5,0,-7
CO[C@H]1CN(C)C(=O)c2ccc(NC(C)=O)cc2OC[C@H](C)N(Cc2cccc(F)c2)C[C@@H]1C,-2,.,-1,0.0,-2,0.2,.,3
C[C@@H]1CN([C@@H](C)CO)C(=O)c2cccc(NC(=O)CCCCCC(=O)Nc3ccccc3N)c2O[C@H]1CN(C)Cc1ccc2c(c1)OCO2,18,.,18,-9.5,.,-0.1,.,-6
OCC1OC(n2cnc3c(NCCc4ccccc4)ncnc32)C(O)C1O (configuration not stated),-2,36,-24,-2.1,-4,0.0,-4,-3
Fc1ccc(COc2cccc(CNCc3ccncc3)c2)cc1,-11,.,10,3.1,2,-0.1,.,2
O=C(NCC1CCCCC1)[C@H]1[C@H](CO)[C@H]2Cn3c(ccc(C4=CCCC4)c3=O)[C@@H]1N2,.,1,3,0.0,.,0.0,.,.
O=C(Nc1cc(S(=O)(=O)N2CCCCCC2)ccc1OCC(F)(F)F)C1CCC1,-19,.,12,-0.6,3,0.3,-6,-5
Cc1cc(F)ccc1-c1cc(C(=O)NCc2ccccc2)[nH]n1,-6,6,-13,-0.5,-9,0.1,8,0
CC(=O)C(C(c1ccccc1)c1c[nH]c2ccccc12)[N+](=O)[O-] (configuration not stated),-15,-5,51*,1.8,14,0.5,-9,-1
O=C(CC1Sc2ncnn2C1=O)Nc1ccc(Br)cc1 (configuration not stated),-15,8,15,-0.2,2,-0.1,2,18
O=C(C[C@@H]1CC[C@@H](NC(=O)c2ccccc2)[C@H](CO)O1)NCc1ccc(Oc2ccccc2)cc1,11,9,12,-0.3,4,1.9,6,?
CCOC(=O)C(CC)Sc1cc(C)nc2ccc(OC)cc12 (configuration not stated),-2,-11,6,1.9,0,0.0,12,1

# Next entries:
SMILES,RAD52 anneal inh,esBAF inh,EWS-Fli inh,E-selectin induc,FN deposition inh,Xi reactivation,RAD54 branch,S100A4 MyoIIA
C=CCc1ccc(OCCCCN2CC(C)CC(C)C2)c(OC)c1 (configuration not stated),-10,-1,-2,1.7,-4,-0.1,2,-2
COc1cccc(/C=C/C(=O)OCC(=O)c2ccc[nH]2)c1,-81,11,-2,2.2,.,0.2,-2,-1
Cc1ccc(C(=O)N2CCN(CCNC(=O)C(=O)NC(C)C)CC2)cc1,-10,.,-4,0.1,-4,0.0,.,1
COc1cc(C(=O)N/N=C/c2sc(N3CCOCC3)nc2-c2ccccc2)cc(OC)c1OC,-19,.,3,0.0,-2,0.1,.,13
CC=Cc1ccc2n(c1=O)C[C@H]1[C@H](CO)[C@@H](C(=O)NC3CCC3)N(C(=O)C3CC3)[C@@H]21 (mixture of isomers),-7,.,-8,-0.3,.,0.6,.,7
COc1ccccc1/C=C/[C@@H]1C[C@H]2CN(Cc3cccc(Cl)c3)C(=O)[C@]23CCCN13,-85,.,7,2.1,4,-0.1,.,-7
CCCN(C)C[C@H]1Oc2cc(-c3ccc(C)cc3)ccc2S(=O)(=O)N([C@H](C)CO)C[C@H]1C,25,-9,12,0.7,-9,-0.4,-15,-10
CC1CCC(NC(=O)c2cc(Cl)nc3ccccc23)CC1 (configuration not stated),5,27,-31,.,10,-0.1,-5,15
O=C(Nc1ccccc1)N1CCCN(c2ccc(C(F)(F)F)cn2)CC1,4,9,7,0.0,0,0.0,.,-3
CCc1nn2c(=O)cc(COc3ccc(NC(=O)c4ccco4)cc3)nc2s1,-35,-3,.,.,8,0.0,-16,8
CN(C)CC#Cc1ccc([C@@H]2[C@@H](CO)N3CCCCN(C(=O)C4CCC4)C[C@H]23)cc1,8,-1,7,-0.4,.,0.1,-5,-4
O=C(C[C@@H]1C[C@@H]2c3cc(NC(=O)CC4CC4)ccc3O[C@@H]2[C@H](CO)O1)NCc1ccc(-c2ccccc2)cc1,2,-1,3,1.0,-11,-0.1,-10,5
CO[C@@H]1CN(C)C(=O)c2cc(NC(=O)C3CCOCC3)ccc2OC[C@H](C)N(C(C)=O)C[C@@H]1C,.,1,-1,-0.4,6,-0.3,.,.
COc1ccc(NC(=O)C(=O)NNC(=O)c2cccs2)cc1,.,12,.,.,-1,0.0,12,.
COc1cccc(CNC(=O)CN2C(=O)COc3ccc(S(=O)(=O)N4CCC(C)CC4)cc32)c1,-23,6,-7,0.9,-4,0.0,-14,-3
CC(C)(CNc1ccc(C(F)(F)F)cc1[N+](=O)[O-])N1CCOCC1,1,3,.,-0.9,-5,0.0,1,-2
O=C(NCc1ccc(Cl)cc1)c1ccc(-c2ccccc2C(F)(F)F)o1,-46,3,-2,0.0,-12,0.2,-8,-6

# Source: PubChem BioAssay
